KCNQ2 block: KCNQ2 channel blockers in CHO-K1 cells – cell-based, FluxOR thallium flux, B-score, primary screen (AID 2156); B-score at 10 µM; 20 min; hits give low values; 310,000 tested, 1.1% active; O88943;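 active means fluorescence ratio B-score at most minus 3 library SDs, with starting brightness B-score within 2 library SDs, cut at about -5.5 in these data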
Target sequence (O88943 whole entry, looked up): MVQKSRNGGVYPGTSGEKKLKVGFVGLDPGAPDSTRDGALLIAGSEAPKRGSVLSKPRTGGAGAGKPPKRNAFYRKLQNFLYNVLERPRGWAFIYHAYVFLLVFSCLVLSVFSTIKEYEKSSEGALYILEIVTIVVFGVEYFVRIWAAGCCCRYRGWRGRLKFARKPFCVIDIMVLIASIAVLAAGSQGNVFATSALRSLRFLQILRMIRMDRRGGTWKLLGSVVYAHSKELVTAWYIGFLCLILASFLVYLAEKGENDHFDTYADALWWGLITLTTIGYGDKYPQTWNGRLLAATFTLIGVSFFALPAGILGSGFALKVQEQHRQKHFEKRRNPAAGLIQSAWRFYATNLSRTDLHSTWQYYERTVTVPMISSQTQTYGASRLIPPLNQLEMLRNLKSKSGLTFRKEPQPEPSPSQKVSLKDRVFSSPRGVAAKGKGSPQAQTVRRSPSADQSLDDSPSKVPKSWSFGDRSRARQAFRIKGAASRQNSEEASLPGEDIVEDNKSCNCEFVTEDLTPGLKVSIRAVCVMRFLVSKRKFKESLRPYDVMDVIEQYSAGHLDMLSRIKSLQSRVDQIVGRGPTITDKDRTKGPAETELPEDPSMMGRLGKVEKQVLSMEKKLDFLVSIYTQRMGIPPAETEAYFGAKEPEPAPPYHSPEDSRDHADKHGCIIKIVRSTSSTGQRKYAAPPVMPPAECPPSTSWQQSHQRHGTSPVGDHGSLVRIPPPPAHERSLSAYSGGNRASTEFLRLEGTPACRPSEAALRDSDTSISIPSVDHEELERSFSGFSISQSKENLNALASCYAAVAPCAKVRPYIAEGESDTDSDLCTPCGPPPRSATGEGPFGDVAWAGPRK
Kir21 inh: inhibitors of mouse Kir2.1 inward-rectifier potassium channel; P35561; HEK293-Kir2.1, FluxOR thallium flux fluorescence; hits give low values; B-score at 10 µM; 310,000 tested, 0.85% active; AID 1672;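 active means fluorescence ratio B-score at or below minus 3 SD of library scores, with starting-brightness B-score within 2 SD, cut at about -4.2 in these data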;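 further: channel flux triggered by added potassium and thallium sulfate stimulus; B-score of peak minus minimum fluorescence over baseline after thallium stimulus; more negative B-score means stronger Kir2.1 block with less thallium influx; some compounds called inactive have numbers as strong as hits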
Active calls of the source: *; i = inactive.

KCNQ2 block	Kir21 inh	SMILES
i	-0.1	CCOc1ccc(C(=O)C[n+]2ccc(C(=O)NCc3ccccc3)cc2)cc1
i	0.06	CC(Nc1ccc(F)cc1F)C(=O)NC(=O)NC1CCCCC1 (stereo unspecified)
i	0.3	Cc1noc(C)c1CSCC(=O)Nc1cc(S(C)(=O)=O)ccc1Cl
i	0.66	O=C(CCNS(=O)(=O)c1ccccc1)OCC(=O)c1ccc(F)cc1
i	0.48	COCCCn1c(C(=O)NCCC2=CCCCC2)cc2c(=O)n3cccc(C)c3nc21
i	-0.47	CN=C(c1ccc([N+](=O)[O-])cc1)N1CCCCC1
i	-1.3	O=C(Cn1cccc1C(=O)c1ccccc1)NCCCc1ccccc1
i	0.76	CC(C)Oc1ccc(OCCn2c(S(=O)(=O)O)nc3c(N)ncnc32)cc1
i	0.07	Cc1cc(Cl)ccc1NC(=S)NCCC(c1ccccc1)c1ccccc1
i	0.02	CC(=O)Nc1sc(C)c(C)c1C(=O)OCC(=O)Nc1cc(S(C)(=O)=O)ccc1Cl
i	0.41	COc1cc(/C=N\NC(=O)c2ccc(=O)[nH]n2)cc(OC)c1OC
i	-0.02	Cc1ccc(NC(=S)NC(=O)c2c(-c3ccccc3Cl)noc2C)cc1
i	0.04	CN(C)NC(=O)C(NC(=O)c1ccccc1)C12CC3CC(CC(C3)C1)C2 (stereo unspecified)
i	0.91	O=C(Nc1scc(-c2ccc(F)cc2)c1C(=O)O)c1ccco1
i	0.59	Cc1nnsc1S(=O)c1ccc(Cl)c(Cl)c1 (stereo unspecified)
i	-2.1	O=C(Nc1ccc2snnc2c1)N1CCN(c2ccccc2)CC1
i	-0.31	Cc1ccc(S(=O)(=O)N2CCCN(C)CC2)cc1
i	-1.6	COc1cccc(NC(=O)c2ccc(NC(C)=O)cc2)c1
i	-0.35	CCN(CC)c1ccc(C=Nc2cc(C)ccc2C)c(O)c1
i	-7.6*	COc1cc(CNCc2ccccn2)ccc1OCc1cccc(Cl)c1
i	-0.44	Cc1ccc(CNC(=O)COC(=O)c2cc3c(s2)CCC(C)C3)cc1 (stereo unspecified)
i	-0.54	CSc1ccccc1OCc1cc(C(=O)N(C)Cc2c(C)n[nH]c2C)no1
i	0.59	CC(C)(C)C1CCC2(CC1)Nc1cccc3cccc(c13)N2
i	-1.6	CCOC(=O)C1CCCN(S(=O)(=O)Cc2ccc(Cl)cc2)C1 (stereo unspecified)
i	-1.2	COC(=O)Cc1[nH]n(-c2nc3ccccc3s2)c(=O)c1C(C)=Nc1ccc(OC)cc1
i	-0.07	Cc1ccc2oc(-c3cccc(NC(=O)C4CCCO4)c3)nc2c1 (stereo unspecified)
i	-0.13	COCCCNC(=O)/C(=C\c1cccn1C)NC(=O)c1cccs1
i	-0.89	CCOCCCNC(=O)c1ccc(OC(C)=O)cc1
i	0.21	CCN1CCN(CC(=O)Nc2nc3ccc(OC)cc3s2)CC1
i	0.12	Cc1ccc(N=C2NC(=O)C(CC(=O)O)S2)cc1 (stereo unspecified)

Reprinted from the part before: four compounds, then new ones.
KCNQ2 block	Kir21 inh	SMILES
i	-0.13	COCCCNC(=O)/C(=C\c1cccn1C)NC(=O)c1cccs1
i	-0.89	CCOCCCNC(=O)c1ccc(OC(C)=O)cc1
i	0.21	CCN1CCN(CC(=O)Nc2nc3ccc(OC)cc3s2)CC1
i	0.12	Cc1ccc(N=C2NC(=O)C(CC(=O)O)S2)cc1 (stereo unspecified)
i	1.5	Cc1ccc(S(=O)(=O)N2CCCC(C(=O)NCCC3=CCCCC3)C2)cc1 (stereo unspecified)
i	-14*	COc1ccc(CNCc2ccc(OC)c3ccccc23)cc1
i	-0.79	Cc1ccc(OCCC(=O)OCC(=O)Nc2ccc3[nH]c(=O)[nH]c3c2)cc1
i	-1.6	Cc1ccc(CNC(=O)C2=CCN(S(=O)(=O)c3ccc(C)cc3)CC2)cc1
i	-1.5	O=[N+]([O-])C(C1CCS(=O)(=O)C1)C1CCS(=O)(=O)C1 (stereo unspecified)
i	1.5	COc1ccc(Cn2nnnc2C(CC(C)C)N2CCN(c3ccccc3)CC2)cc1 (stereo unspecified)
i	0.18	CS(=O)(=O)N1CCN(c2ccc(NC(=O)CSc3ccc(Cl)cc3)cc2)CC1
i	-0.42	CN(C)c1nc(SCc2ccccc2)nc(N2CCOCC2)n1
i	0.1	CC(NC(=O)Cn1nc(C(=O)O)c2ccccc2c1=O)c1ccccc1 (stereo unspecified)
i	0.28	CC(CC(=O)O)CC(=O)NNC(=O)c1cccc(Br)c1 (stereo unspecified)
i	-0.19	O=C1CCC(=O)N1OCCCOc1ccc2c(c1)CCC2
-8.1*	-0.43	CCOC(=O)/C(=C\c1ccccc1)C(=O)c1cc(C(C)=O)c(Nc2ccccc2)s1
i	-0.48	O=S(=O)(/N=C(/Nc1ccccc1)c1ccccc1O)c1ccccc1
i	0.15	COC(=O)CNC(=O)COC(=O)/C=C/c1ccc(F)cc1
i	-0.78	CNC(=S)N1CCN(c2nc(-c3ccc(F)cc3)cs2)CC1
i	-1.9	COc1ccc(-c2cc(=O)oc3c(C)c(OCC(=O)NCCCn4ccnc4)ccc23)cc1
i	1.4	Cc1ccsc1C1C2=C(CC(C)(C)CC2=O)Nc2ncnn21 (stereo unspecified)
i	-1.1	Cc1cccc(C)c1-n1nnnc1-c1cnccc1C(F)(F)F
i	-1.5	O=C(CN(c1cccc(Cl)c1)S(=O)(=O)c1ccc(Cl)cc1)NCc1ccccn1
i	0.24	COc1cccc(/C=C/C(=O)OCC(=O)Nc2cc(S(=O)(=O)N3CCOCC3)ccc2C)c1
i	-1.9	Cc1ccc(C(C(=O)NC2CCCCC2)N(Cc2ccco2)C(=O)C2COc3ccccc3O2)o1 (stereo unspecified)
i	0.17	Cc1ccc(S(=O)(=O)N2CCN(C(=O)CSc3nnc(C)s3)C2)cc1
i	-0.35	Cc1ccc(S(=O)(=O)c2nc(S(C)(=O)=O)sc2N2CCCCC2C)cc1 (stereo unspecified)
i	1.2	COCCn1c(N)c(N(Cc2ccccc2)C(=O)c2ccc(C#N)cc2)c(=O)[nH]c1=O
i	-0.19	COc1ccc(C2=CSC3=NCCN23)cc1OC
i	-0.48	Cc1ccccc1NC(=O)C(C)O/N=C/c1cccc([N+](=O)[O-])c1 (stereo unspecified)
i	1.7	O=C(c1cccnc1)N1CCN(S(=O)(=O)c2cccc(Cl)c2)CC1
i	-1.6	COc1ccc(NC(=O)CSc2nccn2Cc2ccc(F)cc2)cc1
i	-2.5	O=C(CSC(=S)N1CCCC1)NCCc1ccccc1
i	-0.09	OC(CC#CCN1CCCCC1)(c1ccccc1)c1ccccc1

Printed as active in Kir21 inh, of those listed so far:
KCNQ2 block	Kir21 inh	SMILES
i	-7.6*	COc1cc(CNCc2ccccn2)ccc1OCc1cccc(Cl)c1
i	-14*	COc1ccc(CNCc2ccc(OC)c3ccccc23)cc1

The listing picks up; the 4 compounds before the break are reprinted first.
KCNQ2 block	Kir21 inh	SMILES
i	1.7	O=C(c1cccnc1)N1CCN(S(=O)(=O)c2cccc(Cl)c2)CC1
i	-1.6	COc1ccc(NC(=O)CSc2nccn2Cc2ccc(F)cc2)cc1
i	-2.5	O=C(CSC(=S)N1CCCC1)NCCc1ccccc1
i	-0.09	OC(CC#CCN1CCCCC1)(c1ccccc1)c1ccccc1
i	0.76	O=c1oc(-c2cccs2)nc2scc(-c3cccs3)c12
i	-0.44	c1ccc(CSc2ccc(-c3ccccn3)nn2)cc1
i	0.01	O=C(CSc1n[nH]c(-c2ccncc2)n1)NC1CCS(=O)(=O)C1 (stereo unspecified)
i	0.94	Cc1nc(-c2ccc(C(=O)Nc3cc(S(N)(=O)=O)ccc3C)cc2)cs1
i	-0.01	O=C1N(c2ccccc2)C(c2ccc(Cl)cc2)N2CCCN12 (stereo unspecified)
i	-0.49	COc1ccc(CCNS(=O)(=O)c2cccc3nsnc23)cc1OC
i	0.46	CS(=O)(=O)c1nc([N+](=O)[O-])nn1CCCc1ccccc1
i	1.2	N#CCCN1CCN(C(=S)c2ccc(-c3cc(Cl)ccc3Cl)o2)CC1
i	0.21	CCCCCn1cnc2c(sc3nc4c(cc32)CSC(C)(C)C4)c1=O
i	-0.37	O=C(CN1CCN(C(=O)C2COc3ccccc3O2)CC1)Nc1ccccc1 (stereo unspecified)
i	-0.86	O=C1NC(c2ccccc2O)Nc2ccccc21 (stereo unspecified)
i	-0.27	CCOCCOC(=O)C1=C(C)NC(=O)NC1c1cc2c(cc1Br)OCO2 (stereo unspecified)
i	-1	CCN1C(=O)/C(=C/N2CCc3ccccc3C2)SC1=S
i	0.54	O=C(O)CC(NC(=O)C1c2ccccc2Oc2ccccc21)c1ccc(OC2CCCC2)cc1 (stereo unspecified)
i	0.19	NC(=O)CCC(=O)N1CCCC(C(=O)c2ccc(C(F)(F)F)cc2)C1 (stereo unspecified)
i	0.11	CCOC(=O)/C(=N\Nc1cccc(C(F)(F)F)c1)N1CCOCC1
i	2.1	Cc1cc(=O)[nH]c(SCC(=O)NCCC2=CCCCC2)n1
i	-0.96	Cc1ccc(S(=O)(=O)N/N=C/c2ccc(OC3CSC3)cc2)cc1
i	0.25	COc1cccc2cc(-c3csc(CCn4nc(C)cc4C)n3)c(=O)oc12
i	0.14	Cc1ccc(S(=O)(=O)c2cnc(-c3ccccc3)nc2N2CCN(C)CC2)cc1
i	-0.16	Cc1cccc(N2CCN(C(=O)c3ccncc3)CC2C)c1 (stereo unspecified)
i	0.18	COc1ccc(C(=O)SC2=NCCS2)cc1OC
i	0.18	CC(C)(C)CC(=O)NCCc1csc(-c2ccccc2)n1
i	0.57	CCSc1nsc(NC(=O)Nc2cccc(OC)c2)n1
i	0.28	CCOc1ccc(C(=O)Nc2cc(NC(=O)c3ccc(OCC)c(Cl)c3)cc(C(=O)O)c2)cc1Cl
i	1.1	CC(C)[C@H](NC(=O)c1ccc(F)cc1)C(=O)NC1=NCCS1
i	-0.96	Cc1cc(NC(=O)CSCC(=O)N(C)Cc2ccc(F)cc2)no1
i	0.37	CCOc1cc(/C=N/NC(=O)CSc2nncn2C)ccc1OCc1ccccc1
i	0.99	N#Cc1nc(Cc2ccccc2)oc1N1CCC(Cc2ccccc2)CC1
i	-0.65	CSc1nnc(CSc2cc(C)nc(N(C)C)n2)o1

Next records
KCNQ2 block	Kir21 inh	SMILES
i	0.02	CCN(CC)S(=O)(=O)c1cc(NC(=O)c2cc([N+](=O)[O-])ccc2N2CCOCC2)ccc1C
i	0.43	CCc1[nH]nc(C(=O)N2CCCC(Nc3cccc(F)c3)C2)c1C (stereo unspecified)
i	-1.1	COc1cccc(OC)c1OCCCCn1cnc2ccccc2c1=O
i	1.2	Cc1nnsc1-c1nnc(SCC(=O)c2ccc(F)cc2)n1C1CC1
i	-0.52	O=C(c1ccccc1)N1CCCCC(S(=O)(=O)c2ccc3ccccc3c2)C1=O (stereo unspecified)
i	0.67	Cc1cc(NC(=O)c2c([N+](=O)[O-])cnn2C)no1
i	1.3	COCCn1c(=S)[nH]c2cc(C(=O)NCC3CCCO3)ccc2c1=O (stereo unspecified)
i	-0.97	CC(C)(C)NC(=O)N1c2ccccc2Sc2ccccc21
i	-0.99	CC(C)COC(=O)N1CC(O)CC1C(=O)O (stereo unspecified)
i	-0.4	C/C(=N/NC(=O)CNC(=O)c1ccncc1)c1ccco1
i	-0.86	CCSc1nnc(NC(=O)CSc2nnc(Cc3cccn3C)n2-c2ccc(F)cc2)s1
i	1.9	Cc1cc2c(NC(=O)Nc3ccc(C(C)(C)C)cc3)cccc2nn1
i	0.02	O=C(Nc1ccc(NC(=O)c2ccco2)c(Cl)c1)c1ccccc1
-6.1*	-0.47	COc1ccccc1NC(=O)CNC(c1ccccc1)c1ccccc1
i	-1.2	COc1ccc(NC(=O)c2ccc[n+]([O-])c2)cc1
i	1.2	COC(=O)C(C)(C)ONC(=O)Nc1ccccc1[N+](=O)[O-]
i	0.48	O=C(O)C(c1ccccc1)N1C(=O)/C(=C\c2ccc(-c3cccc(Cl)c3)o2)SC1=S (stereo unspecified)
i	-1.4	COc1ccccc1NS(=O)(=O)c1cc(-c2cnc(C3CC3)o2)ccc1C
i	-0.33	Cc1c(O)ccc2c(CC(=O)N[C@@H](Cc3c[nH]c4ccccc34)C(=O)O)cc(=O)oc12
i	-1.1	CC(C)COc1cccc(-c2cc(C(=O)Nc3ccon3)c3ccccc3n2)c1
i	-1.3	Cc1c(Br)c([N+](=O)[O-])nn1C(C)C(=O)NCc1cccs1 (stereo unspecified)
i	-0.67	O=C(N/C(=C/c1cn(-c2ccccc2)nc1-c1ccccc1)C(=O)N1CCOCC1)c1ccccc1
i	-0.29	CCc1nnc(NC(=O)C2=CCN(S(=O)(=O)c3ccccc3)CC2)s1
i	-0.84	COc1ccc(CN(C(=O)c2snc(C(N)=O)c2N)C(C(=O)NC(C)(C)C)c2ccco2)cc1 (stereo unspecified)
i	0.27	CCOC(=O)C1CCCN(C(=O)c2ccc(OC)c([N+](=O)[O-])c2)C1 (stereo unspecified)
i	1.5	CCC(C)[C@H]1CNC(=S)N1CCC12CC3CC(CC(C3)C1)C2 (stereo partly specified)
i	2.7	O=C(c1ccccc1)N1CCCC(C(=O)N2CCCCCC2)C1 (stereo unspecified)
i	-1.5	Cc1cc(C)c(C#N)c(N2CCC(C(N)=O)CC2)n1

Bioassay records (PubChem)
